Screening data as filed in PubChem BioAssay.
FAS TE block: inhibitors of human fatty acid synthase thioesterase domain. recombinant FAS-TE, OMFH fluorogenic substrate, fluorescence endpoint. inhibition, % at 15 µM. 0.67% of 360,000 active;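 active = compounds whose normalised, plate-corrected inhibition of enzyme fluorescence in the single-dose primary screen is 50% or more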;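 note: 0% = DMSO with enzyme and 100% = substrate without enzyme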
CendR NRP1 mod: NRP-1/CendR interaction modulation. O14786. 0.85% of 360,000 active. inhibition, % at 25 µM. FAM-RPARPAR peptide binding to NRP-1, fluorescence polarization;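 active = inhibition or corrected inhibition above about 18%, plus a signal ratio from 0.5 to 1.5, limit read from the data, passing the limit was not always enough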; note: strong numbers were not always called active
SKN-1 block: inhibitors of C. elegans SKN-1 | C. elegans VP596 Pgst-4::GFP/RFP ratio, acrylamide-induced, 24 h | inhibition, % at 21.8 µM | 0.49% of 360,000 active | AID 624304;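 active = interference check ratio from 0.5 to 1.5 plus GFP to RFP signal ratio inhibition reaching or exceeding a fixed threshold, cut at about 30% in these data, passing the limit was not always enough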; note: some compounds called inactive have numbers as strong as hits
Neddyl block: inhibitors of human cullin neddylation | P61081+Q13564 | TR-FRET cullin neddylation, biochemical | calls only at 25 µM | 0.58% of 360,000 active; in the data active = inhibition above about 36%
Rin1 Abl inh: human Rin1-Abl interaction inhibition; P00519+Q13671; inhibition, % at 7.35 µM; TR-FRET Rin1/Abl binding, biochemical; 0.4% of 360,000 active; in the data active = inhibition above about 5%, passing the limit was not always enough
PABP1 MLLE inh: inhibitors of microRNA-mediated deadenylation, human PABP1 MLLE binding | P11940 | GST-MLLE / FITC-PAM2 fluorescence polarization | inhibition, % at 20 µM | 0.36% of 360,000 active | AID 588489; in the data active = inhibition above about 35%, passing the limit was not always enough;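 note: plate controls were DMSO wells with GST-MLLE for no effect and wells lacking GST-MLLE protein for full effect; some results filed as inactive read as strong as hits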
eLon inh: inhibitors of E. coli Lon protease; P0A9M0; purified E. coli Lon protease, fluorescence polarization; inhibition, % at 7.94 µM; 0.42% of 360,000 active; in the data active = inhibition above about 13%, passing the limit was not always enough;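 note: 0% = enzyme with probe and DMSO and 100% = no enzyme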
MT1-MMP act inh: MT1-MMP (human) activation inhibition. P50281. HT1080 RFP-PRO-GFP cells, GFP/RFP ratio fluorescence, overnight; percent of plate control window, DMSO zero. GFP/RFP ratio change, % at 20 µM. 0.061% of 360,000 active. AID 651647;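 active = GFP/RFP ratio change of at least 30% with cell ATP level not reduced by more than half and red fluorescence within 50% of control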; note: strong numbers were not always called active
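Compound: 20 µM single dose, 1% DMSO / System: HT1080 RFP-PRO-GFP cells / Controls: DMSO and RFP-L50D-GFP cell wells / Read-out basis: GFP/RFP fluorescence ratio / Schedule: overnight compound exposure at 37 °C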
MsrA act: activates bovine MsrA enzyme; purified bovine MsrA, absorbance read-out; 0.3% of 360,000 active; activation, % at 10.6 µM; AID 602163; in the data active = activation above about 7.5%;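 note: 0% = vehicle and 100% = reference activator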
Active calls of the source: *.

Preview:
For COc1ccc(C(=O)CCN2CCN(c3ccccc3OC)CC2)cc1 the results were FAS TE block -5.0, CendR NRP1 mod -32.4, SKN-1 block -2.8, Neddyl block inactive, Rin1 Abl inh -1.7, PABP1 MLLE inh -9.3, eLon inh -6.7, MT1-MMP act inh -1.4 and MsrA act -4.0.
Screening COc1ccc(NC(=O)CCS(=O)(=O)c2ccc3c(c2)oc(=O)n3C)cc1OC returned FAS TE block -6.1, CendR NRP1 mod 1.7, SKN-1 block -2.2, Neddyl block inactive, Rin1 Abl inh 0.4, PABP1 MLLE inh 3.2, eLon inh -6.7, MT1-MMP act inh 1.1 and MsrA act -4.7.
Screening O=S(=O)(c1ccc(F)cc1)N(CCO)CC(O)Cn1c2ccccc2c2ccccc21 (configuration not stated) returned FAS TE block 8.3, CendR NRP1 mod -6.1, SKN-1 block -5.1, Neddyl block inactive, Rin1 Abl inh 3.1, PABP1 MLLE inh -3.4, eLon inh -5.7, MT1-MMP act inh -6.3 and MsrA act -8.4.

This part in full, previewed entries included:
For COc1ccc(C(=O)CCN2CCN(c3ccccc3OC)CC2)cc1 the results were FAS TE block -5.0, CendR NRP1 mod -32.4, SKN-1 block -2.8, Neddyl block inactive, Rin1 Abl inh -1.7, PABP1 MLLE inh -9.3, eLon inh -6.7, MT1-MMP act inh -1.4 and MsrA act -4.0.
Screening COc1ccc(NC(=O)CCS(=O)(=O)c2ccc3c(c2)oc(=O)n3C)cc1OC returned FAS TE block -6.1, CendR NRP1 mod 1.7, SKN-1 block -2.2, Neddyl block inactive, Rin1 Abl inh 0.4, PABP1 MLLE inh 3.2, eLon inh -6.7, MT1-MMP act inh 1.1 and MsrA act -4.7.
Screening O=S(=O)(c1ccc(F)cc1)N(CCO)CC(O)Cn1c2ccccc2c2ccccc21 (configuration not stated) returned FAS TE block 8.3, CendR NRP1 mod -6.1, SKN-1 block -5.1, Neddyl block inactive, Rin1 Abl inh 3.1, PABP1 MLLE inh -3.4, eLon inh -5.7, MT1-MMP act inh -6.3 and MsrA act -8.4.
Screening CCCCCNC(=O)C(C1CC1)n1c(=O)c(-c2ccccc2)nc2ccccc21 (configuration not stated) returned CendR NRP1 mod -30.4, SKN-1 block 5.9, Neddyl block active and MT1-MMP act inh 1.4.
For COc1ccc(-c2csc(NC(=O)CN3C(=O)NC4(CCCC4)C3=O)n2)cc1 the results were FAS TE block -3.2, CendR NRP1 mod 2.7, SKN-1 block -6.9, Neddyl block inactive, Rin1 Abl inh 1.9, PABP1 MLLE inh 0.3, eLon inh -3.0, MT1-MMP act inh 1.5 and MsrA act -6.0.
`O=C(CNC(=O)c1ccccc1Cl)NC1CCN(Cc2ccccc2)CC1` gave FAS TE block -2.0, CendR NRP1 mod -3.2, SKN-1 block -5.8, Neddyl block inactive, Rin1 Abl inh 1.4, PABP1 MLLE inh 6.5, eLon inh 4.6, MT1-MMP act inh -3.2 and MsrA act -2.7.
For CCN(CC)c1nc(-c2ccc(Cl)cc2)cc(C(F)(F)F)c1C#N the results were FAS TE block 21.6, CendR NRP1 mod -8.1, SKN-1 block -6.3, Neddyl block inactive, Rin1 Abl inh 3.7, PABP1 MLLE inh -0.5, eLon inh -8.9, MT1-MMP act inh -3.2 and MsrA act -5.9.
COc1ccc(C2(C)NC(=O)N(CC(=O)Nc3ccc(-c4nc5ccc(C)cc5s4)cc3)C2=O)cc1 (configuration not stated) was read as FAS TE block 3.5, CendR NRP1 mod -6.9, SKN-1 block 4.9, Neddyl block inactive, Rin1 Abl inh 7.5, PABP1 MLLE inh -19.8, eLon inh 1.5, MT1-MMP act inh 2.0 and MsrA act -11.2.
Cc1cc(=O)n(-c2ccc(O)cc2)[nH]1 was read as FAS TE block -2.3, CendR NRP1 mod 8.0, SKN-1 block -16.1, Neddyl block inactive, Rin1 Abl inh 3.4, PABP1 MLLE inh 10.4, eLon inh 5.2, MT1-MMP act inh -5.1 and MsrA act -3.7.
`CC(C)COC(=O)c1cc(=O)[nH]c2ccccc12` gave FAS TE block 13.9, CendR NRP1 mod 2.8, SKN-1 block -10.1, Neddyl block inactive, Rin1 Abl inh -4.5, PABP1 MLLE inh 2.7, eLon inh 5.1, MT1-MMP act inh -6.1 and MsrA act 3.7.
O=C(OCC(=O)c1c[nH]c2ccccc12)c1ccc(F)c(S(=O)(=O)N2CCOCC2)c1 was read as FAS TE block 6.4, CendR NRP1 mod -7.5, SKN-1 block 5.2, Neddyl block inactive, Rin1 Abl inh 2.2, PABP1 MLLE inh -2.8, eLon inh -2.6, MT1-MMP act inh 2.7 and MsrA act 0.5.
`COc1cc(C)nc(N2CCC(C(N)=O)CC2)n1` gave FAS TE block -9.0, CendR NRP1 mod -3.4, SKN-1 block 6.9, Neddyl block inactive, Rin1 Abl inh -1.6, PABP1 MLLE inh 0.3, eLon inh -1.3, MT1-MMP act inh 0.2 and MsrA act -2.1.
`CN1CCN(C(=O)c2ccccc2NC(=O)c2sc3ccccc3c2Cl)CC1` gave FAS TE block -4.4, CendR NRP1 mod 21.0, SKN-1 block -6.8, Neddyl block inactive, Rin1 Abl inh -1.0, PABP1 MLLE inh 2.2, eLon inh 12.3, MT1-MMP act inh -0.7 and MsrA act 0.4.
For CCCn1c(O)c(N=NC(=O)CNC(=O)Cc2ccc(OC)cc2)c2ccccc21 the results were FAS TE block -2.9, CendR NRP1 mod 1.3, SKN-1 block 0.6, Neddyl block inactive, Rin1 Abl inh -5.0, PABP1 MLLE inh 5.5, eLon inh 17.7, MT1-MMP act inh 1.4 and MsrA act -7.7.
Screening CC(C)(C)c1ccc(OCc2ccc(C(=O)N/N=C/c3ccc(O)c(O)c3)cc2)cc1 returned FAS TE block -7.0, CendR NRP1 mod -23.4, SKN-1 block -8.8, Neddyl block inactive, Rin1 Abl inh 8.2*, PABP1 MLLE inh 5.6, eLon inh -4.0, MT1-MMP act inh -23.7 and MsrA act -6.5.
Screening Cc1cccc(-c2nc3c(s2)CCc2onc(-c4ccc(Br)cc4)c2-3)c1 returned FAS TE block 15.2, CendR NRP1 mod 9.5, SKN-1 block 3.9, Neddyl block inactive, Rin1 Abl inh -0.5, PABP1 MLLE inh 26.6, eLon inh -5.3, MT1-MMP act inh 3.8 and MsrA act -2.7.
For CCOC(=O)C1CCN(c2cc3c(cc2NC(=O)c2ccccc2)n(C)c(=O)n3C)CC1 the results were FAS TE block 4.0, CendR NRP1 mod -5.5, SKN-1 block -10.7, Neddyl block inactive, Rin1 Abl inh -1.2, PABP1 MLLE inh -7.6, eLon inh 13.4, MT1-MMP act inh -5.7 and MsrA act -2.9.
`NC(=O)CN1C(=O)NC(c2ccccc2)(c2ccccc2)C1=O` gave FAS TE block -5.0, CendR NRP1 mod 5.5, SKN-1 block 13.8, Neddyl block inactive, Rin1 Abl inh 3.0, PABP1 MLLE inh 4.9, eLon inh 6.7, MT1-MMP act inh 0.4 and MsrA act -3.3.
For Cc1cc2c(n1-c1ccc(Br)cc1)CC(C)(C)CC2=O the results were FAS TE block 7.8, CendR NRP1 mod -6.0, SKN-1 block -14.9, Neddyl block inactive, Rin1 Abl inh -6.5, PABP1 MLLE inh -2.0, eLon inh 0.7, MT1-MMP act inh 0.7 and MsrA act -11.4.
C[C@H]1CN([C@@H](C)CO)C(=O)c2cc(NC(=O)c3ccncc3)ccc2O[C@H]1CN(C)Cc1ccc(C(=O)O)cc1 was read as FAS TE block -15.0, CendR NRP1 mod -2.4, SKN-1 block 0.1, Neddyl block inactive, Rin1 Abl inh 0.7, PABP1 MLLE inh 4.6, eLon inh -9.1, MT1-MMP act inh -2.3 and MsrA act -4.9.
Cc1nn(CC(=O)Nc2cccnc2)c(=O)c2ccccc12 was read as FAS TE block -3.2, CendR NRP1 mod 4.6, SKN-1 block 1.0, Neddyl block inactive, Rin1 Abl inh 3.9, PABP1 MLLE inh -3.8, eLon inh -8.0, MT1-MMP act inh -0.7 and MsrA act -6.9.
`O=C(Nc1ccc(N2CCN(C(=O)c3ccccc3)CC2)cc1)c1cccnc1` gave FAS TE block 1.2, CendR NRP1 mod -4.0, SKN-1 block 8.4, Neddyl block inactive, Rin1 Abl inh -1.4, PABP1 MLLE inh -4.0, eLon inh 4.8, MT1-MMP act inh -4.2 and MsrA act -11.8.
`O=C(NCCc1ccccc1)c1nc2ncccn2n1` gave FAS TE block -3.2, CendR NRP1 mod 5.7, SKN-1 block 9.4, Neddyl block inactive, Rin1 Abl inh 0.5, PABP1 MLLE inh -0.6, eLon inh -4.5, MT1-MMP act inh 2.0 and MsrA act -6.0.
`COc1ccc(NC(=O)CCN2CCN(c3ccc(F)cc3)CC2)cc1` gave FAS TE block -6.4, CendR NRP1 mod -13.1, SKN-1 block 6.3, Neddyl block inactive, Rin1 Abl inh 5.3, PABP1 MLLE inh 3.4, eLon inh -1.1, MT1-MMP act inh 3.8 and MsrA act -3.0.
For O=C(CN1C(=O)NC(Cc2c[nH]c3ccccc23)C1=O)Nc1ccc(F)cc1F (configuration not stated) the results were FAS TE block -8.8, CendR NRP1 mod 2.8, SKN-1 block -0.6, Neddyl block inactive, Rin1 Abl inh 3.9, PABP1 MLLE inh -8.6, eLon inh -6.7, MT1-MMP act inh -1.9 and MsrA act -6.8.
COc1ccc(CN2C[C@@H](CO)O[C@@H](n3cnc4c(NCc5ccco5)ncnc43)C2)cc1 was read as FAS TE block -5.8, CendR NRP1 mod 7.8, SKN-1 block 11.1, Neddyl block inactive, Rin1 Abl inh 7.3, PABP1 MLLE inh -5.3, eLon inh 10.0, MT1-MMP act inh -0.5 and MsrA act 0.9.
Screening Cc1cc(=O)[nH]c(SCCCOc2ccc3c(c2)CCC3)n1 returned FAS TE block 4.0, CendR NRP1 mod -15.5, SKN-1 block 10.9, Neddyl block inactive, Rin1 Abl inh -0.8, PABP1 MLLE inh 26.0, eLon inh -2.5, MT1-MMP act inh -3.2 and MsrA act -2.2.
Screening CCN(CC)S(=O)(=O)c1ccc(Cl)c(NC(=O)c2cc(Cl)ccc2Cl)c1 returned FAS TE block 7.4, CendR NRP1 mod -16.1, SKN-1 block 11.3, Neddyl block inactive, Rin1 Abl inh -0.3, PABP1 MLLE inh -0.3, eLon inh -15.4, MT1-MMP act inh 3.8 and MsrA act -0.9.
